AmpC no deterg: qHTS Inhibitors of AmpC Beta-Lactamase (assay without detergent); P00811; AmpC nitrocefin hydrolysis, absorbance 480 nm, 0.0001% Triton; Potency, µM (highest dose often 57.1 µM), for inactives: at the top dose activity change, negative = inhibition, most hits filed as inhibitors; 330,000 tested, 0.52% active;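 note: potency is the fitted concentration of half-maximal effect; plate controls were no compound for no effect and no enzyme for full effect; nearly all actives have a fitted effect of over 20% in size; some results filed as inactive show a strong effect at the top dose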
Target sequence (P00811 whole entry, looked up): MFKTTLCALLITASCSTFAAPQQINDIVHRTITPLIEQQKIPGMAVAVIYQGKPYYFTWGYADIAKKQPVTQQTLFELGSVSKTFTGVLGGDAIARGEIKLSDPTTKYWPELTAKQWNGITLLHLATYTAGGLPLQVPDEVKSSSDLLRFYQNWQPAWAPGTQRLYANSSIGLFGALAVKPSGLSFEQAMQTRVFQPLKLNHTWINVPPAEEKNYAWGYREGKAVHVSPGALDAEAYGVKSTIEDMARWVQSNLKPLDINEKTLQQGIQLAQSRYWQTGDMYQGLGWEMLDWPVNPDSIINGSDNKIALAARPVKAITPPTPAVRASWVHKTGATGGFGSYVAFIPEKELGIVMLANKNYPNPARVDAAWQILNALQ
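20 mM phosphate pH 7.0 + 0.01% (detergent screen) or 0.0001% Triton X-100; 5.3 nM AmpC reagent; cpd preinc 15 min RT; nitrocefin (800 uM stock) to start; A480 q20 s × 4 min; Activity was normalised to no-enzyme and no-compound control wells.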
Shiga toxin inh: A qHTS for Small Molecule Inhibitors of Shiga Toxin. Vero cells, Shiga toxin protein synthesis inhibition reporter. inhibition, % at 38.7 µM. 290,000 tested, 9.2% active. AID 2315, 2010; in the data active = inhibition mostly above about 28%, no sharp cut-off; inactive = mostly below about 43%; note: 0% is about no effect
Pf growth 96h: Primary qHTS for delayed death inhibitors of the malarial parasite plastid, 96 hour incubation; 320,000 tested, 6.9% active; P. falciparum luciferase reporter growth, 96 h; Potency, µM (top dose mostly 28.7 µM), inactives show top-dose activity change, negative = inhibition, hits mostly inhibitors; note: potency is the fitted concentration of half-maximal effect; % is set by controls: 0 for no effect and ±100 for the full control effect
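Readout is luminescence from an integrated firefly luciferase in P. falciparum. Red cells, 2% hematocrit and 0.05% parasitemia final, were cultured with compound through two parasite generations (96 hours) at 37 C, 5% CO2.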
TbPYK inhibitor: qHTS of Trypanosoma Brucei Inhibitors; pyruvate kinase (Trypanosoma brucei), Q57TT1; TbPYK enzyme, Kinase-Glo Plus ATP luminescence, 45 min; Potency, µM (series often up to 76.8 µM), for inactives: top-dose activity, negative = inhibition, most hits filed as inhibitors; 410,000 tested, 0.12% active; AID 624173, 2012; note: potency is the fitted concentration of half-maximal effect; % is set by controls: 0 for no effect and ±100 for the full control effect; nearly all actives have a fitted effect of over 50% in size
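Assay buffer: 50 mM TEA pH 7.2, 100 mM KCl, 10 mM MgCl2, 0.05% BSA, 0.01% Tween-20. Pyruvate kinase from T. brucei plus substrate met compound, then ADP (130 uM final). Luminescence was read post 45 min RT.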
Cycloheximide cs: Cycloheximide Counterscreen for Small Molecule Inhibitors of Shiga Toxin; cell reporter, cycloheximide protein synthesis inhibition counterscreen; 300,000 tested, 12% active; max response, %; in the data active = max response mostly above about 13%, no sharp cut-off; inactive = mostly below about 14%; note: read at 38.3 µM for the half of the compounds with a filed dose; 0% is about no effect
LmPK inhibitor: qHTS Assay for Inhibitors of Leishmania Mexicana Pyruvate Kinase (LmPK); Q27686; purified LmPK, Kinase-Glo ATP luminescence, 1 h; Potency, µM (series often up to 57.5 µM), for inactives: at the highest dose activity change, negative = inhibition, hits mostly inhibitors; 290,000 tested, 0.37% active; AID 1721, 2009; note: potency is the fitted concentration of half-maximal effect; % is set by controls: 0 for no effect and ±100 for the full control effect
Target sequence (Q27686 whole entry, looked up): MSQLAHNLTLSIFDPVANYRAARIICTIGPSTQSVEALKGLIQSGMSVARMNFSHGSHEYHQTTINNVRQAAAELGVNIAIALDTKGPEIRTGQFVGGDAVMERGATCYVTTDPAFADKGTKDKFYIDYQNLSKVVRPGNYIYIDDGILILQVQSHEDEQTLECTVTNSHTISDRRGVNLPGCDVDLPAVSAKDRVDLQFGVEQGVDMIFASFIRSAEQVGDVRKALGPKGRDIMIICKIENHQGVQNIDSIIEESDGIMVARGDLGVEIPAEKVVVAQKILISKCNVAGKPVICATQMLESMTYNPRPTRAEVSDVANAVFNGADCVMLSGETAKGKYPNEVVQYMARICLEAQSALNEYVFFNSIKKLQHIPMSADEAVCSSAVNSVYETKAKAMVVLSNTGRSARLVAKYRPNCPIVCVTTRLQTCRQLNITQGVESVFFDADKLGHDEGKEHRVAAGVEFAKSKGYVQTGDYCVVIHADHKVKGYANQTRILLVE
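0.1 nM LmPK, 0.5 mM PEP, 0.1 mM ADP; 50 mM imidazole pH 7.2, 7 mM MgCl2, 50 mM KCl; 1 h RT. Kinase-Glo luminescence readout, normalized to no-enzyme (full inhibition) and uninhibited wells.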
Pf growth 48h: Primary qHTS for delayed death inhibitors of the malarial parasite plastid, 48 hour incubation; P. falciparum luciferase growth in erythrocytes, 48 h; Potency, µM (doses to about 28.7 µM), for the others: top-dose activity change, negative = inhibition, most hits filed as inhibitors; 310,000 tested, 5.9% active; note: potency is the fitted concentration of half-maximal effect; % is set by controls: 0 for no effect and ±100 for the full control effect
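Parasite viability was followed by luminescence of a genomically integrated firefly luciferase. Cultures held 0.1% parasitemia at 2% hematocrit (final), incubated under 5% CO2 at 37 C.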
Active calls of the source: *; i = inactive; u = inconclusive; x = no result given; & = joins results of further samples; [ ] = dose if it differs, or a comment. Unless noted, calls come from the whole dose curve; as a rule, active = well fitted curve in the direction sought with a large enough effect; inconclusive = small, poorly fitted or top-dose-only effect, or another doubt; inactive = no such curve, though single readings can be large; an effect the other way counts as inactive or inconclusive. Compounds as they come; overall some 22% were active at least once.

Molecule,Shiga toxin inh,Cycloheximide cs,AmpC no deterg,TbPYK inhibitor,Pf growth 48h,Pf growth 96h,LmPK inhibitor
Cc1ccccc1Cn1c(O)c(N=NC(=S)Nc2ccccc2F)c2ccccc21,-13.7,1.1,-39.0%,2.5%,1.47µM*,6.3%,-2.5%
Cc1ccc(C(=O)Nc2c(N)nc(SCC(=O)NCC3CCCO3)[nH]c2=O)cc1 (stereo not drawn),-4.0,0.6,-2.2%,-11.6%,3.2%,0.0%,0.5%
CCn1c(C)c(CS(=O)(=O)c2ccccc2)[nH]c1=O,108.5,34.5*,-18.2%,-28.6%,-4.7%,17.0%,9.3%
COC(=O)c1cc(OC)c(OC)cc1NC(=S)N1CCCCC1,9.2,-3.3,-14.6%,8.9%,6.1%,-1.8%,2.9%
CCC1CCCCN1C(=O)COc1cc(=O)n(C)c2ccccc12 (stereo not drawn),-6.3,-8.9,-8.7%,u,x,u,4.1%
COc1ccc(NC(=O)C2CCN(S(=O)(=O)c3ccc(N4CCCC4=O)cc3)CC2)c(OC)c1,-2.6,-2.9,-9.7%,10.5%,u,u,4.4%
CCC(C(=O)NCc1ccncc1)c1ccccc1 (stereo not drawn),-15.1,1.5,-6.5%,-10.4%,20.6%,10.4µM*,-4.1%
Cc1nonc1C(=O)N/N=C/c1ccc([N+](=O)[O-])o1,88.4*,45.9*,-18.8%[11.4 µM],-0.8%,u,u,-10.4%
COC(=O)CSc1nnc(SCc2ccc(Cl)cc2)s1,39.9,5.1,-16.5%,3.6%,x,-12.5%,3.7%
Cc1cccc(CCNC(=O)C2CCC(=O)N2Cc2ccc(F)cc2)c1 (stereo not drawn),-9.4,-2.7,16.4%,-13.9%,x,-2.4%,0.2%
COc1cc(C(=O)NC2CC3CCCC(C2)N3CC(=O)Nc2ccccc2)cc(OC)c1OC (stereo not drawn),-15.7,1.5,62.6%[activator],3.3%,u,-1.6%,-0.4%
O=C1C(Cc2ccccc2)Nc2ncnc(N3CCc4ccccc4C3)c2N1Cc1ccc(Br)cc1 (stereo not drawn),x,x,-7.8%,x,10.4µM*,13.1µM*,x
CN(C)S(=O)(=O)c1ccc(N2CCCC2)c(C(=O)NCCc2ccc(F)cc2)c1,3.5,0.0,21.1%,-5.0%,u,3.4%,-2.2%
C[C@H]1C(=O)O[C@@H]2CCN3CC=C(COC(=O)[C@](C)(O)[C@]1(C)O)[C@H]23,x,x,-32.7%,3.2%&0.3%,-17.6%&-12.3%,-18.5%&-19.0%,x
Cc1cc(NC(=O)COC(=O)CCCOc2ccc(Cl)cc2C)no1,-15.7,-0.8,-20.2%,-1.9%,x,u,3.8%

Additional results.
Molecule,Shiga toxin inh,Cycloheximide cs,AmpC no deterg,TbPYK inhibitor,Pf growth 48h,Pf growth 96h,LmPK inhibitor
O=C(O)c1ccc(CSCc2ccccc2F)o1,-2.3,-1.5,-13.7%,2.2%,8.7%,u,-3.2%
O=C(NCCc1c[nH]c2ccccc12)c1cc(S(=O)(=O)N2CCCCC2)ccc1N1CCOCC1,16.3,11.1,60.7%[activator],1.2%,7.38µM*,65.6%[activator],-0.2%
CC1CCN(CCCC(=O)c2ccc(F)cc2)CC1,-1.6,-1.5,x,-5.9%,-18.4%,u,x
Cc1cc(S(=O)(=O)N2CCCC2)ccc1OCC(=O)NCc1ccccn1,-4.2,-10.2,-2.5%,1.0%,-11.1%,-1.4%,-1.3%
Cn1c(SCC(=O)NCc2ccco2)nc2ccccc2c1=O,73.5*,7.1,-19.8%,2.3%,7.1%,-9.7%,-1.9%
NC(=O)c1ccccc1OCC(=O)N1CCC(Cc2ccccc2)CC1,x,x,-12.9%,1.7%,u,-24.9%,x
O=C(Nc1ccc([N+](=O)[O-])cc1)c1cc(-c2ccccn2)nc2c(Cl)cccc12,-5.4,-2.5,-18.8%,-18.0%,18.5%,14.7µM*,-5.2%
CN(C)/C=C(/C(=O)c1ccc(F)cc1)S(=O)(=O)c1ccc(F)cc1,58.3,27.7*,12.6µM*,0.6%,20.0%,44.5%[activator],-1.4%
CCN(CC(=O)Nc1ccc(NC(C)=O)cc1)C(=O)c1cc(S(=O)(=O)N2CCCCCC2)ccc1OC,x,x,u,1.9%,u,u,x
Cc1[nH]c2ccccc2c1C(=O)CN1CCC2(CC1)OCCO2,-1.8,9.2,-21.5%,-11.9%,0.928µM*,0.0%,2.7%
Cc1cc(NC(=O)Nc2ccc(Cl)cc2)n(C(C)(C)C)n1,-7.8,-3.3,-3.2%,-3.5%,-1.0%,13.6%,3.7%
CC(C)Oc1ccccc1OCCN(C)C,-5.7,-3.0,-14.8%,24.2%,-11.9%,u,0.7%
CCCCNC(=S)N(C)/N=C/c1ccc(OCc2ccc(C(=O)OC)cc2)c(OC)c1,-7.2,-3.3,-13.9%,7.8%,u,-10.5%,3.2%
CCn1c(COc2ccc(C)cc2)nnc1SCC(=O)Nc1cc(OC)ccc1OC,-11.1,-6.9,58.2%,3.7%,0.0%,62.5%[activator],-0.4%
O=C(/C=C\Nc1ccccn1)c1ccccc1,54.9*,17.3,-4.9%,-16.4%,-52.7%,i,12.6µM*

Further records:
Molecule,Shiga toxin inh,Cycloheximide cs,AmpC no deterg,TbPYK inhibitor,Pf growth 48h,Pf growth 96h,LmPK inhibitor
COc1ccc(C(=O)Nn2cnnc2)c(OC)c1,-8.9,-2.1,-15.1%,0.4%,x,-12.0%,-2.3%
Cn1nccc1C(=O)Nn1cnnc1,-15.1,-6.7,-12.9%,5.2%,21.4%,18.1%,-7.0%
Cc1ccccc1C(=O)NC1CC2CCCC(C1)N2Cc1ccc(Cl)cc1 (stereo not drawn),8.8,-1.5,-16.5%,0.7%,0.5%,12.5%,-4.1%
COc1ccc(CN2CCN(CC(O)Cn3c4ccccc4c4ccccc43)CC2)cc1 (stereo not drawn),-1.8,-1.8,-0.6%,7.7%,3.29µM*,u,3.5%
COc1ccc(C2=NOC(C(=O)NC(C)(C)C)C2)cc1 (stereo not drawn),16.6,3.5,-19.1%,12.1%,3.4%,u,3.1%
O=C(CNC(=O)c1ccc(Br)o1)NCC1CCCCC1,x,x,-7.0%,0.0%,-16.1%,5.6%,x
C=CCn1c(O)c(/C(C)=N/N2CCN(C)CC2)c(=O)[nH]c1=O,-8.0,-1.4,-25.5%,0.5%,2.8%,-12.9%,2.8%
Nc1nc(-c2ccccc2)c(-c2ccccc2)n1N,48.2,8.5,-24.9%,-6.6%,17.0%,17.8%,0.1%
CCn1c(SCC(=O)Nc2ccc(OCc3ccccc3)cc2)nnc1-c1ccco1,29.7,29.6,18.3%,-6.6%,-13.5%,u,1.4%
Cc1cc(NC(=O)CSc2ccc3nnc(-c4ccccc4)n3n2)no1,10.1,0.7,u,-7.2%,2.62µM*,13.1%,5.6%
O=C(COC(=O)c1cccnc1Cl)NCC1CCCO1 (stereo not drawn),2.4,-1.3,-16.3%,-2.3%,-13.3%,18.3%,4.2%
CCN1CCN(C(=O)CCc2nc3ccccc3c(=O)[nH]2)CC1,-2.3,-1.4,-20.7%,-5.0%,18.9%,76.8%[activator],-1.7%
O=S(=O)(Nc1cccc(-c2cn3cccnc3n2)c1)c1ccc(-c2ccccc2)cc1,-7.6,5.8,-24.5%,-10.3%,20.1%,82.1%[activator],1.3%
O=C(O)c1cnn2c1NC(c1ccc(F)cc1)CC2C(F)(F)F (stereo not drawn),-7.2,7.9,-8.8%,-3.9%,20.3%,x,3.0%
COc1cccc(CN2CC(C(=O)NC3(c4ccccc4)CC3)CCC2=O)c1 (stereo not drawn),-1.9,-2.6,-0.2%,-2.7%,14.3%,-12.8%,-3.4%

A draw from above in order of molecular weight, falling.
Molecule,Shiga toxin inh,Cycloheximide cs,AmpC no deterg,TbPYK inhibitor,Pf growth 48h,Pf growth 96h,LmPK inhibitor
O=S(=O)(Nc1cccc(-c2cn3cccnc3n2)c1)c1ccc(-c2ccccc2)cc1,-7.6,5.8,-24.5%,-10.3%,20.1%,82.1%[activator],1.3%
Cc1ccccc1C(=O)NC1CC2CCCC(C1)N2Cc1ccc(Cl)cc1 (stereo not drawn),8.8,-1.5,-16.5%,0.7%,0.5%,12.5%,-4.1%
Cc1cc(NC(=O)CSc2ccc3nnc(-c4ccccc4)n3n2)no1,10.1,0.7,u,-7.2%,2.62µM*,13.1%,5.6%
C=CCn1c(O)c(/C(C)=N/N2CCN(C)CC2)c(=O)[nH]c1=O,-8.0,-1.4,-25.5%,0.5%,2.8%,-12.9%,2.8%
O=C(COC(=O)c1cccnc1Cl)NCC1CCCO1 (stereo not drawn),2.4,-1.3,-16.3%,-2.3%,-13.3%,18.3%,4.2%
COc1ccc(C2=NOC(C(=O)NC(C)(C)C)C2)cc1 (stereo not drawn),16.6,3.5,-19.1%,12.1%,3.4%,u,3.1%
COc1ccc(C(=O)Nn2cnnc2)c(OC)c1,-8.9,-2.1,-15.1%,0.4%,x,-12.0%,-2.3%
Cn1nccc1C(=O)Nn1cnnc1,-15.1,-6.7,-12.9%,5.2%,21.4%,18.1%,-7.0%

The listing continues.
Molecule,Shiga toxin inh,Cycloheximide cs,AmpC no deterg,TbPYK inhibitor,Pf growth 48h,Pf growth 96h,LmPK inhibitor
C/C(=C\c1ccccc1)CN(C)CCN(C)C,-7.6,-0.8,-10.3%,x,u,-17.0%,-3.2%
COc1ccc([C@H]2CC(=O)C=C(C#CC(C)(C)C)C2)cc1,x,x,-9.2%,-3.8%,u,u,x
C/C(=N\NC(=O)c1ccc(N/N=C(\C)c2ccc(O)cc2)cc1)c1ccc(O)cc1,68.2*,40.3*,-40.5%,2.8%,-7.4%,-15.3%,0.6%
COc1cccc(NC(=O)CS(=O)(=O)Cc2nc(-c3ccc(C)cc3)oc2C)c1,-4.3,-8.4,-21.0%,-1.8%,-0.3%,u,5.2%
O=S(=O)(Nc1nccs1)c1ccc(NS(=O)(=O)c2cccs2)cc1,-11.1,2.9,-16.4%,-10.2%,-7.3%,x,0.8%
Cc1nn(CC(=O)NCCN2CCOCC2)c(=O)c2ccccc12,-16.5,-1.4,-21.2%,0.6%,-4.4%,32.3%[activator],-4.6%
O=C(CN(Cc1ccccc1)C(=O)CCC(=O)Nc1nccs1)NCC1CCCO1 (stereo not drawn),-5.3,-3.4,1.0%,-7.3%,-21.5%,13.3%,1.8%
O=C(CSc1nnc(-c2ccccn2)n1Cc1ccccc1)NC1CCCC1,-23.3,9.1,31.8%,-1.2%,8.28µM*,u,9.4%
NS(=O)(=O)c1cccc(NC(=O)CCCC2CCCCC2)c1,59.7*,13.8,-24.0%,2.9%,11.2%,27.8%,-0.5%
CCN(CC)C(=O)CSc1nnc(CCNC(=O)OC(C)(C)C)o1,10.4,-5.6,0.0%,0.7%,u,u,1.7%
